# Screening results deposited in PubChem BioAssay by National Center for Advancing Translational Sciences (NCATS).
# GAA glycogen: inhibitors or activators of human alpha-glucosidase glycogen cleavage | recombinant GAA, glycogen substrate, Amplex Red glucose oxidase fluorescence | Potency, µM (series often up to 76.4 µM), without a hit: at the top dose activity change, negative = inhibition, hits mostly inhibitors | 0.38% of 300,000 active | AID 2100; active = well fitted inhibition curve with a large enough effect; inconclusive = small, poorly fitted or top-dose-only effect, or another doubt; inactive = no such curve, though single readings can be large or run the other way;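 also: 0% = full enzyme reaction and -100% = no-enzyme basal signal; the screen sought inhibitors and activators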
#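 Natural-substrate format: glycogen cleavage by 4 nM human enzyme, glucose read by Amplex Red coupling (Ex 573, Em 610 nm). Normalized to enzyme and no-enzyme controls.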
# * hit, by the source's call; u = inconclusive; [ ] = another dose, or the depositor's remark. Potency is read from the fitted curve at half-maximal effect. Not all compounds are listed. The share of hits here may be higher or lower than overall.
COc1ccc(CN2CCCC(C(=O)Nc3cccc(-n4cccn4)c3)C2)c(F)c1 (configuration not stated)
  GAA glycogen: 3.2%[76.3 µM]
COc1ccc2c(CNCCc3ccccc3C)c(C(=O)O)n(Cc3ccccc3C)c2c1
  GAA glycogen: 25.1%[76.3 µM]
COc1ccc(-c2c(-c3ccc(OC)cc3O)nc(C)nc2C(F)(F)F)cc1
  GAA glycogen: -1.8%
COc1ccc(S(=O)(=O)NCC2CCCN(C(=O)CCSC)C2)cc1 (configuration not stated)
  GAA glycogen: 5.0%[76.3 µM]
O=C(CSCc1nc2scc(-c3cccs3)c2c(=O)[nH]1)Nc1ccccn1
  GAA glycogen: -0.9%[76.3 µM]
Fc1ccc(Nc2nc(-c3cccc(Cl)c3)c3c(n2)-c2ccccc2OC3)c(F)c1
  GAA glycogen: -17.8%[76.3 µM]
CN(Cc1ccc(F)cc1)C(=O)COc1ccc2ccccc2c1
  GAA glycogen: 14.9%[76.3 µM]
O=C(Nc1ccccc1)c1cccc(S(=O)(=O)NC2CCCC2)c1
  GAA glycogen: 8.7%[76.3 µM]
CC(=O)N/C(=C/c1ccc2c(c1)OCO2)C(=O)N1CCOCC1
  GAA glycogen: -3.4%[76.3 µM]
O=S(=O)(NNC(=S)NCC1CCCO1)c1cc(Cl)ccc1Cl (configuration not stated)
  GAA glycogen: 1.2%[76.3 µM]
Oc1cncc(Cc2ccccc2)c1
  GAA glycogen: -2.9%[76.3 µM]
COc1ccccc1N1C(=O)c2cccnc2C1=O
  GAA glycogen: 1.6%[76.3 µM]
CSCCC(NC(=O)c1ccc(Cl)cc1Cl)C(=O)NNC(=O)c1csc(N2CCOCC2)n1 (configuration not stated)
  GAA glycogen: 3.4%[76.3 µM]
CCCOc1cccc(C2C(C(=O)c3cccs3)=C(O)C(=O)N2CCN2CCOCC2)c1 (configuration not stated)
  GAA glycogen: 0.7%
O=C(CSc1nccc(=O)[nH]1)Nc1cccc2ccccc12
  GAA glycogen: -2.3%

O=C(O)c1cccc(NC(=O)c2ccccc2NC(=O)c2ccccc2F)c1
  GAA glycogen: -7.5%[76.3 µM]
O=C(NC1CC1)C(Cc1ccccc1)NS(=O)(=O)c1ccccc1F (configuration not stated)
  GAA glycogen: -3.1%
CCN1C(=O)/C(=C\c2cccc(OC(=O)c3ccco3)c2)SC1=S
  GAA glycogen: 8.8%
Nc1ccc(-c2nc(-c3ccccc3)nc3ccccc23)cc1
  GAA glycogen: -6.8%
NNC(=O)c1cc2ccccc2cc1NS(=O)(=O)c1ccccc1
  GAA glycogen: -11.4%[0.611 µM]
CN(C)CCNC(=O)C1CCN(S(=O)(=O)c2ccc3ccccc3c2)CC1
  GAA glycogen: -7.5%[76.3 µM]
CCCCN(CCCC)C(=O)c1cn(CC)c2cc(N3CCN(C)CC3)c(F)cc2c1=O
  GAA glycogen: 6.3%
O=C(COc1ccc2c3c(c(=O)oc2c1)CCC3)NCc1ccccn1
  GAA glycogen: -22.4%[76.3 µM]
O=c1ccc(-c2ccc(S(=O)(=O)N3CCCCC3)o2)n[nH]1
  GAA glycogen: -6.7%[76.3 µM]
C[N+](C)(C)CCNC(=O)c1cc[n+](Cc2ccccc2)c(/C=N/O)c1
  GAA glycogen: -1.5%[76.3 µM]
CCC(C)(C)NC(=O)C(c1ccc(OC)cc1)N(C(=O)CCC(=O)Nc1cc(C)on1)c1ccc(OC)c(OC)c1 (configuration not stated)
  GAA glycogen: -6.2%[76.3 µM]
Cc1c(C)c2c(OCC(=O)N[C@@H](Cc3ccccc3)C(=O)O)cc3c(c2oc1=O)CCC(C)(C)O3
  GAA glycogen: -11.2%[76.3 µM]
CC(=O)c1cccc(NC(=O)C2COc3ccccc3O2)c1 (configuration not stated)
  GAA glycogen: 14.4%[76.3 µM]
Cc1ccc(-c2noc(-c3ccc(NC4CCCC4)c([N+](=O)[O-])c3)n2)cc1
  GAA glycogen: -7.8%[76.3 µM]
CSc1ncccc1C(=O)NCc1ccccc1Cl
  GAA glycogen: 7.2%

COc1cc(C(=O)NCc2ncccc2C)ccc1OC1CCN(C(C)=O)CC1
  GAA glycogen: -3.3%[76.3 µM]
CC(C)c1ccccc1OS(N)(=O)=O
  GAA glycogen: 18.0%[76.3 µM]
COc1ccccc1N1C(=O)c2ccc(C(=O)Nc3ccc(C(=O)O)cc3)cc2C1=O
  GAA glycogen: 2.0%
Cc1ccc(S(=O)(=O)NC(=NC2CCCCC2)c2ccc(Cl)cc2)cc1
  GAA glycogen: 9.7%[76.3 µM]
CCOC(=O)CCN(Cc1ccccc1)S(=O)(=O)c1csc(C(N)=O)c1
  GAA glycogen: -7.0%[76.3 µM]
O=C(Nc1ccc2[nH]ncc2c1)c1ccccc1
  GAA glycogen: -13.4%[15.3 µM]
COc1ccc(COc2ccc3ccc(=O)oc3c2)cc1
  GAA glycogen: 5.2%
CCc1ccc(-c2cc(C)no2)cc1S(=O)(=O)Nc1cc(C)on1
  GAA glycogen: -9.0%[76.3 µM]
CCOC(CCNC(=O)c1cc2c(=O)[nH]c3ccccc3c2s1)OCC
  GAA glycogen: 1.9%
O=C(c1ccc(NS(=O)(=O)c2cccs2)cc1)N1CCOCC1
  GAA glycogen: 2.2%[76.3 µM]
Cc1ccc(CCNC(=O)NCc2noc3ccccc23)cc1
  GAA glycogen: -3.4%[76.3 µM]
Cc1nnc2c(NC3CCCCC3)nc3ccccc3n12
  GAA glycogen: -2.2%
Cc1ccc(CCC(=O)Nc2ccc(C#N)cc2)o1
  GAA glycogen: -2.8%[76.3 µM]
Cc1cccc(NC(=O)[C@H](Cc2ccccc2)NC(=O)[C@@H]2Cc3ccccc3CN2)c1
  GAA glycogen: -5.1%[76.3 µM]
O=C(Cc1ccc(F)cc1)Nc1nc(-c2ccc(F)cc2)cs1
  GAA glycogen: 5.0%

# Shown with bars between the fields: 4 of the compounds above
SMILES | GAA glycogen
CCOC(CCNC(=O)c1cc2c(=O)[nH]c3ccccc3c2s1)OCC | 1.9%
O=C(c1ccc(NS(=O)(=O)c2cccs2)cc1)N1CCOCC1 | 2.2%[76.3 µM]
Cc1ccc(CCNC(=O)NCc2noc3ccccc23)cc1 | -3.4%[76.3 µM]
Cc1nnc2c(NC3CCCCC3)nc3ccccc3n12 | -2.2%

# (listing goes on)
COc1cc2nc(-c3ccccc3C)oc(=O)c2cc1OC
  GAA glycogen: 2.9%[76.3 µM]
Cc1cccc(Cn2c(SCc3ccc(C(=O)NC4CCCCC4)cc3)nc3cccnc32)c1
  GAA glycogen: 6.8%[76.3 µM]
CN(c1ccccc1)c1nc(N)c([N+](=O)[O-])c(NC2CCCCC2)n1
  GAA glycogen: -6.8%
CC(C)c1nnc(NC(=O)CS(=O)(=O)c2ccccc2)s1
  GAA glycogen: 12.2%[76.3 µM]
O=S(=O)(Nc1cccc2ccccc12)c1ccccc1F
  GAA glycogen: 1.1%[76.3 µM]
CC(C)C[C@@H](CO)N1CCN(Cc2ccc(Br)cc2)CCC1=O
  GAA glycogen: -15.6%[76.3 µM]
C[C@H](NC(=O)[C@H]1N2C(=O)c3ccccc3C2SC1(C)C)C(=O)NCC1CCCO1 (some centres not stated)
  GAA glycogen: -0.2%[76.3 µM]
O=C(c1ccc(OC2CCN(CCc3ccccc3)CC2)cc1)N1CCC[C@H]1CO
  GAA glycogen: -1.2%[76.3 µM]
COc1ccc(-c2cn(Cc3ccc([N+](=O)[O-])cc3)nn2)cc1
  GAA glycogen: 25.7%[76.3 µM]
CC1CCN(C(=O)c2cc(Cl)ccc2NC(=O)c2ccco2)CC1
  GAA glycogen: 10.2%
COC(=O)CCN1CCC(c2cc(-c3cccc(C(F)(F)F)c3)n[nH]2)CC1
  GAA glycogen: -3.3%
CCc1ccc(S(=O)(=O)NCc2csc(C)n2)cc1
  GAA glycogen: 3.1%
CCCOc1ccc(C(=O)NNC(=S)NC(=O)c2cccs2)cc1
  GAA glycogen: 0.9%[76.3 µM]
FC(F)(F)c1ccc(Cl)c(NC2=NCCCCC2)c1
  GAA glycogen: -6.1%
Cc1ccc(C(CC(=O)N2CCNCC2)c2ccccc2)c(O)c1C (configuration not stated)
  GAA glycogen: -20.1%

Cc1ccc(Sc2ncccc2[N+](=O)[O-])cc1
  GAA glycogen: -1.7%
CCN(c1ccccc1)S(=O)(=O)c1cccc(C(=O)Nc2ccc(C)cn2)c1
  GAA glycogen: -7.2%[76.3 µM]
CCNc1nc(NCC)nc(NS(=O)(=O)c2ccc(N)cc2)n1
  GAA glycogen: -1.9%[76.3 µM]
O=C(O)CCc1nc2cc(C(F)(F)F)ccc2n(Cc2ccccc2)c1=O
  GAA glycogen: -17.4%
CN1CCN(C(=O)C2CCN(S(=O)(=O)c3ccc(F)cc3)CC2)CC1
  GAA glycogen: 0.5%[76.3 µM]
Cc1ccc(-c2cnc(-c3ccccc3C(=O)O)o2)cc1
  GAA glycogen: u
Cc1cc(C)cc(N(C(=O)c2csnn2)C(C(=O)NC2CCCCC2)c2ccncc2)c1 (configuration not stated)
  GAA glycogen: -6.0%
O=C(N/N=C/c1ccccc1Cl)C1CC1
  GAA glycogen: -2.1%[76.3 µM]
COc1ccc(OC)c(S(=O)(=O)Nc2c(C)n(C)n(-c3ccccc3)c2=O)c1
  GAA glycogen: 19.9%[76.3 µM]
O=c1ccc2cc(S(=O)(=O)N3CCN(c4ccc(Cl)cc4)CC3)ccc2o1
  GAA glycogen: 5.7%
Cc1ccc(NC2CCCN(C(=O)CSc3ccncc3)C2)cc1C (configuration not stated)
  GAA glycogen: -2.4%[76.3 µM]
N#CCCn1cc(C(=O)O)c(-c2ccc3ccccc3c2)n1
  GAA glycogen: 2.3%[76.3 µM]
COc1cc(Cl)ccc1OCc1cc(C(=O)N[C@H]2CCCCNC2=O)no1
  GAA glycogen: -2.0%[76.3 µM]
CC(C)Oc1ccc(CN2CCC(n3nccc3NC(=O)C3CC3)CC2)cc1
  GAA glycogen: 0.2%[76.3 µM]
COc1ccc(CC(=O)NCc2ccccc2)cc1OC
  GAA glycogen: 7.6%[76.3 µM]

# Reprinted from the part before: 7 entries; new compounds follow.
COc1ccc(OC)c(S(=O)(=O)Nc2c(C)n(C)n(-c3ccccc3)c2=O)c1
  GAA glycogen: 19.9%[76.3 µM]
O=c1ccc2cc(S(=O)(=O)N3CCN(c4ccc(Cl)cc4)CC3)ccc2o1
  GAA glycogen: 5.7%
Cc1ccc(NC2CCCN(C(=O)CSc3ccncc3)C2)cc1C (configuration not stated)
  GAA glycogen: -2.4%[76.3 µM]
N#CCCn1cc(C(=O)O)c(-c2ccc3ccccc3c2)n1
  GAA glycogen: 2.3%[76.3 µM]
COc1cc(Cl)ccc1OCc1cc(C(=O)N[C@H]2CCCCNC2=O)no1
  GAA glycogen: -2.0%[76.3 µM]
CC(C)Oc1ccc(CN2CCC(n3nccc3NC(=O)C3CC3)CC2)cc1
  GAA glycogen: 0.2%[76.3 µM]
COc1ccc(CC(=O)NCc2ccccc2)cc1OC
  GAA glycogen: 7.6%[76.3 µM]
O=C(CNC(=O)c1ccc(F)cc1)NCc1ccc(Cl)cc1
  GAA glycogen: 2.0%
CC(C)c1ccc(S(=O)(=O)N2CCC(C(=O)NCC3(N(C)C)CCCCC3)CC2)cc1
  GAA glycogen: 2.8%[76.3 µM]
O=C(O)CN1C(=O)/C(=C\C(Br)=C\c2ccccc2)SC1=S
  GAA glycogen: 1.6%
O=C(COc1ccc(S(=O)(=O)NCc2ccccc2)cc1)NCc1cccnc1
  GAA glycogen: -3.2%[76.3 µM]
COc1ccc(C(=O)Nc2ccc(CN3CCOCC3)cc2)cc1Br
  GAA glycogen: 17.6%[76.3 µM]
CC(C)c1ccc(N(CC(=O)NCC2CCCO2)C(=O)CCC(=O)Nc2nccs2)cc1 (configuration not stated)
  GAA glycogen: -1.4%
Cc1cc(N2CCN(C(=O)c3cccs3)CC2)c(F)cc1[N+](=O)[O-]
  GAA glycogen: 0.9%[76.3 µM]
COc1ccc(CCNC(=O)c2cc3cccc(OC)c3oc2=O)cc1OC
  GAA glycogen: -0.4%[76.3 µM]
O=C(O)CCCn1c(=O)c2cccn2c2ccc(F)cc21
  GAA glycogen: -1.0%
O=C(NCc1cccs1)c1ccc(CSc2nc3cccnc3n2Cc2ccc(F)cc2)cc1
  GAA glycogen: 3.7%[76.3 µM]
COc1ccc(OC)c(NC(=O)c2cc(-c3cc(C)ccc3O)n[nH]2)c1
  GAA glycogen: 8.5%
CC(=O)Nc1ccc(N/C=C/C(=O)c2ccc(Br)cc2)cc1
  GAA glycogen: -12.8%[15.3 µM]
O=C(c1cc2nc(-c3ccccc3)cc(C(F)(F)F)n2n1)N1CCN2CCCC2C1 (configuration not stated)
  GAA glycogen: 7.1%[76.3 µM]
CC1(C)C(=O)Nc2ccccc2N1C(=O)COC(=O)COc1ccc(C#N)cc1
  GAA glycogen: -8.5%[76.3 µM]
O=C(C1CCN(S(=O)(=O)c2cc(Cl)ccc2Cl)CC1)N1CCCC1
  GAA glycogen: 5.9%
COc1cccc(NC(=O)C2CCN(S(=O)(=O)c3ccc4c(c3)CC(C)N4C(C)=O)CC2)c1 (configuration not stated)
  GAA glycogen: 5.0%[76.3 µM]
COc1ccc(NC(=O)c2ccc(NC(=O)C3CC3)cc2)cc1
  GAA glycogen: -0.7%[76.3 µM]

# Sorted by number of heavy atoms (smallest number first): five of the compounds above.
O=C(O)CN1C(=O)/C(=C\C(Br)=C\c2ccccc2)SC1=S
  GAA glycogen: 1.6%
O=C(CNC(=O)c1ccc(F)cc1)NCc1ccc(Cl)cc1
  GAA glycogen: 2.0%
CC1(C)C(=O)Nc2ccccc2N1C(=O)COC(=O)COc1ccc(C#N)cc1
  GAA glycogen: -8.5%[76.3 µM]
CC(C)c1ccc(S(=O)(=O)N2CCC(C(=O)NCC3(N(C)C)CCCCC3)CC2)cc1
  GAA glycogen: 2.8%[76.3 µM]
O=C(NCc1cccs1)c1ccc(CSc2nc3cccnc3n2Cc2ccc(F)cc2)cc1
  GAA glycogen: 3.7%[76.3 µM]
